Assay outcomes (PubChem BioAssay)
GLP1R inv ag – GLP-1 receptor (human) inverse agonism; HEK293 GLP-1R CRE-luciferase, luminescence, 24 h; GLP-1R form is constitutively active; Potency, µM (top dose mostly 38.3 µM), inactives show at the highest dose activity change, negative = inhibition, actives largely listed as inhibitors; 410,000 compounds, 1.6% hits; AID 624417; note: potency is the fitted concentration of half-maximal effect; % is set by controls: 0 for no effect and ±100 for the full control effect; nearly all actives have a fitted effect of over 55% in size
Target sequence (P43220 whole entry, looked up): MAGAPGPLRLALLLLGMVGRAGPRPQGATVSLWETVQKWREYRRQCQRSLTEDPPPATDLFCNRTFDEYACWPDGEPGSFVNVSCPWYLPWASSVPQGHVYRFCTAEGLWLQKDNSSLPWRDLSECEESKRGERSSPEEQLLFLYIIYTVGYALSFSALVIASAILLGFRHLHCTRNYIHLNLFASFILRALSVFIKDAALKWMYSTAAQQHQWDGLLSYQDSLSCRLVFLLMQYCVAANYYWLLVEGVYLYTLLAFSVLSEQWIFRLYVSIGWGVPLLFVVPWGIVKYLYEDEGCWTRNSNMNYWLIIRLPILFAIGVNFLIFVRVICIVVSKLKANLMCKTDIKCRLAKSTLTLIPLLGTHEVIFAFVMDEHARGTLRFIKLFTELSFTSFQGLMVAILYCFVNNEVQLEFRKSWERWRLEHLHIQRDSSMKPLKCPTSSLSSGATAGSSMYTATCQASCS
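HEK293 cells stably co-expressing a cAMP-responsive luciferase reporter and constitutively active GLP-1R were seeded, incubated 12 h, then exposed to compounds for 24 h at 37 C. Luminescence was read 12 min after detection reagent; inverse agonists lower signal.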
PTHR1 agonist – agonists of human PTHR1 parathyroid hormone receptor; 410,000 compounds, 0.075% hits; Potency, µM (titrated, usually from 115 µM), without a hit: at the top dose activation, actives largely listed as activators; Q03431; HEK293 GP2 PTHR1 cells, GloSensor cAMP luminescence, 1 h; AID 743266; note: potency is the fitted concentration of half-maximal effect; nearly all actives have a fitted effect of over 55% in size; some results filed as inactive show a strong effect at the top dose; inactives centre near -15; many of its hits are not listed in these tables
Target sequence (Q03431 whole entry, looked up): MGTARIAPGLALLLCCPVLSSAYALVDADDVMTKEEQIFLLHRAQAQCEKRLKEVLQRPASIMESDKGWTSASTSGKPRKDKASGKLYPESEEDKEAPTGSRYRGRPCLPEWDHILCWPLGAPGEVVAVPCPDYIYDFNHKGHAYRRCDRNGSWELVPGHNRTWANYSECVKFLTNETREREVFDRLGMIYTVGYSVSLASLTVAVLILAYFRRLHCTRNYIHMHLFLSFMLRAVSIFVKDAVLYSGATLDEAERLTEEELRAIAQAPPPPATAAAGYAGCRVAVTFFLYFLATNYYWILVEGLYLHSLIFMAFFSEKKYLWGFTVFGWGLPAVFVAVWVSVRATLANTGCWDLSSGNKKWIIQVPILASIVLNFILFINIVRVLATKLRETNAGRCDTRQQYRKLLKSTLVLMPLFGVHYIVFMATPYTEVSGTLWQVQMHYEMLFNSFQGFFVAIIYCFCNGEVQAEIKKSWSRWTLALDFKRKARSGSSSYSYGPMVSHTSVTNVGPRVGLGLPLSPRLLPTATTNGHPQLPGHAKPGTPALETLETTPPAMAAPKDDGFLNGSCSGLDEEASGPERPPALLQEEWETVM
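HEK-293-derived GP2 cells expressing PTHR1 and a GloSensor cAMP reporter, 3,000/well, plated overnight, given luciferin plus IBMX (each 0.5 mM as added) for 1 h at 37 °C, then compound for 1 h at 37 °C. Luminescence was read after 15 min at room temperature.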
FUS suppressor – rescues growth of FUS-expressing yeast; S. cerevisiae FUS-expressing, growth rescue, OD600, 24 h; AID 1347120; 390,000 compounds, 0.24% hits; Potency, µM (highest dose often 76.6 µM), without a hit: at the highest dose growth rescue (activation), hits mostly activators;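 note: potency is the fitted concentration of half-maximal effect; plate controls were DMSO vehicle for no effect and reference control for full effect; nearly all actives have a fitted effect of over 55% in size; some results filed as inactive show a strong effect at the top dose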
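Cultures pregrown in 2.5% raffinose medium are shifted to minimal medium containing 2% galactose to express toxic FUS. Compounds are tested at several concentrations. After 24hr at 30C, growth is quantified at 600 nm absorbance.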
aSyn rescue – inhibitors of alpha-synuclein toxicity in yeast; Potency, µM (highest dose often 46.1 µM), without a hit: at the highest dose growth rescue (activation), actives largely listed as activators; Yeast expressing alpha-synuclein, growth rescue, BacTiter-Glo, 24 h; 370,000 compounds, 0.14% hits; note: potency is the fitted concentration of half-maximal effect; % of control where 0% means no effect; nearly all actives have a fitted effect of over 65% in size
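Rescue of yeast growth: cells expressing toxic alpha-synuclein, induced in galactose at OD600 0.02, incubated with compound 24 h at 30 C. ATP luminescence quantified growth; inhibitors of toxicity appear as activators.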
Akt phos inh – inhibitors of Akt phosphorylation; Neuro2A IGF-stimulated pAkt S473 HTRF, 20 min; stronger effect = lower value; activity change, % for hits at 50 µM; 360,000 compounds, 0.32% hits; in the data active = activity change below about -80%; inconclusive = mostly about -51% to -80%; note: % is set by controls: 0 for no effect and ±100 for the full control effect
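Neuro2A cells in DMEM with 0.5% FBS, overnight at 37 deg C, given compound at single 50 µM final, then IGF (6 nM final) for 20 min at 37 deg C. Lysed; phospho-Akt Ser473 by HTRF after 24 h, 665/615 ratio.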
TDP43 rescue – rescues yeast growth from TDP-43 toxicity; TDP-43 expressing yeast growth rescue, BacTiter-Glo, 24 h; Potency, µM (highest dose often 46.1 µM), inactives show top-dose growth rescue (activation), actives largely listed as activators; 410,000 compounds, 1.8% hits; note: potency is the fitted concentration of half-maximal effect; % of control where 0% means no effect; nearly all actives have a fitted effect of over 50% in size
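In this qHTS, compounds that restore growth of yeast expressing TDP-43 appear as activators. Cells (OD600=0.02, galactose medium, raffinose-pregrown) are incubated with compound 24 hr at 30 deg C and growth is quantified by BacTiter-Glo.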
HEK293 tox – cytotoxicity counter-screen for GLP-1 receptor inverse agonists; Potency, µM (titrated, usually from 38.3 µM), without a hit: at the top dose activity change, negative = inhibition, usual class: inhibitors; HEK293 cAMP-luciferase reporter cells, luminescence, 24 h; AID 624418; 410,000 compounds, 0.13% hits;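 note: loss of luciferase light is scored as toxicity; potency is the fitted concentration of half-maximal effect; % is set by controls: 0 for no effect and ±100 for the full control effect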
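Quantitative HTS format, 1536 wells, 200 cells/uL seeded. Compounds: 23 nL, 24 h, 37 °C. Detection: luciferase reagent, luminescence at 12 min RT; decreased signal taken as cytotoxic.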
Abeta yeast res – compounds reversing amyloid beta toxicity in yeast; yeast expressing A-beta42, growth rescue, OD600, 48 h; response scale: 0% DMSO, 100% iron-clioquinol control; Potency, µM (titrated, usually from 46.1 µM), for the others: at the top dose growth rescue, hits mostly activators; 410,000 compounds, 0.063% hits; AID 1347071; note: potency is the fitted concentration of half-maximal effect; nearly all actives have a fitted effect of over 55% in size
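Yeast growth medium received pinned compounds, then yeast cells expressing toxic A-beta were added; plates incubated at 30 C for 48 hr. Growth read as absorbance at 600 nm, normalized to DMSO and equimolar FeCl3 plus clioquinol controls.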
MmCpn inh – inhibitors of Methanococcus maripaludis chaperonin (MmCpn); AID 504842; 330,000 compounds, 0.031% hits; purified Mm-Cpn ATPase, ADP Transcreener TR-FRET; Potency, µM (series often up to 76.9 µM), for inactives: top-dose activity, negative = inhibition, actives largely listed as inhibitors; note: potency is the fitted concentration of half-maximal effect; % is set by controls: 0 for no effect and ±100 for the full control effect; nearly all actives have a fitted effect of over 80% in size
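ATPase read-out: TR-FRET ADP immunoassay (anti-ADP Eu cryptate vs ADP-d2), ex 320 nm, em 590/665 nm; signal drops as ADP forms. Enzyme 25 nM, ATP 10 uM, 30 min at 37°C after 10 min compound preincubation.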
* hit, by the source's call; i = inactive; ? = inconclusive; nt = no result given; [ ] = remark or other dose. Unless noted, calls come from the whole dose curve; as a rule, active = well fitted curve in the direction sought with a large enough effect; inconclusive = small, poorly fitted or top-dose-only effect, or another doubt; inactive = no such curve, though single readings can be large; an effect the other way counts as inactive or inconclusive. Not all compounds are listed. The share of hits here may be higher or lower than overall.

SMILES | GLP1R inv ag | PTHR1 agonist | FUS suppressor | aSyn rescue | Akt phos inh | TDP43 rescue | HEK293 tox | Abeta yeast res | MmCpn inh
O=C(Nc1nc(-c2ccc(-c3ccccc3)cc2)cs1)C1=COCCO1 | -24% | i | nt | -2% | i | 18% | 12% | 10% | -4%
CCC(C)(C)NC(=O)CN(C(=O)CNS(=O)(=O)c1ccccc1)c1ccccc1 | -7% | -1% | -28% | 0% | i | 2% | -12% | 2%[9.22 µM] | 0%
Cc1cccc(C(=O)OCC(=O)c2c(N)n(CC(C)C)c(=O)n(C)c2=O)c1O | 10µM* | -33%[inhibitor] | 14% | 4% | i | -21% | -14% | 20% | -5%
Cc1ccc(NS(=O)(=O)c2cc3c4c(cccc4c2)C(=O)NC3=O)cc1 | 1% | -4% | 34% | -5% | i | -4% | -5% | 3% | -4%
CN(CC(=O)Nc1ccc(N2CCOCC2)cc1)Cc1cc(=O)n2ccsc2n1 | 88%[activator] | i | 3% | 0% | i | 12% | 9% | -5% | -3%
Oc1[nH]c2ccccc2c1N=Nc1nc2ccccc2s1 | 7% | i | -21% | 1% | i | 15% | 5% | -7% | 0%
O=C(O)CC1(CC(=O)Nc2ccc(F)c(Cl)c2)CCCCC1 | ? | -24% | 28% | -3% | i | -40%[inhibitor] | 16% | -3% | -1%
COc1ccc(/C=N/NC(=O)CCn2nnc3ccccc32)cc1 | 12% | i | 10% | 6% | i | 11% | 3% | 1% | 3%
COc1ccc(CNC(=O)/C=C/[C@H]2O[C@@H](n3cnc4c(NC(=O)c5ccccc5)ncnc43)[C@H](O)[C@@H]2O)cc1 | 15% | 2% | 14% | 0% | i | 9% | 4% | -12% | nt
CCN(CC)c1ccc(/C=N/Nc2nc3ccccc3[nH]2)cc1 | ? | i | 42% | 2% | i | 15% | ? | 5% | -2%
O=C(NNC(=O)c1ccc(Br)o1)c1ccc(NC(=O)c2ccccc2)cc1 | 3% | i | 4% | 9% | i | 5% | 1% | 1% | 4%
CCOc1ccc(NC(=O)CCC(=O)Oc2ccc(C)cc2)cc1 | 0% | i | -19% | 2% | i | 9% | -2% | 5% | -1%
COc1ccc(C=C2CCC3C(=O)CCCC3(C)C2=O)cc1 (configuration not stated) | -25% | -56%[inhibitor] | 3% | 7% | i | 23% | -1% | -26% | nt
COc1ccc(Cl)cc1NC(=O)CN(C)C(=O)c1cn(-c2ccccc2)nc1-c1cccnc1 | ? | -7% | 42% | 0% | i | 14% | -23% | 28% | 1%
CC(C)(C)c1ccc(S(=O)(=O)N2CCC(O)(c3ccc(Cl)cc3)CC2)cc1 | 7.1µM* | -41%[inhibitor] | 6% | ? | i | 13% | -13% | ? | 1%
Cc1cc2ccccn2c1C(=O)c1ccc(N/N=C/c2ccc(C(=O)O)cc2)c([N+](=O)[O-])c1 | -15% | -16% | -1% | 1% | i | -1% | -7% | -13% | 0%
COc1cc(CNc2ncc(-c3ccc(Br)cc3)n2C)cc(OC)c1O | -21% | i | 2% | 3% | i | 12% | -3% | 5% | -2%
CC(=O)C1=CCC(c2ccc(C(C)C)cc2)N(S(=O)(=O)c2ccc(C)cc2)C1 (configuration not stated) | ? | -89%[inhibitor] | 29% | 3% | i | 19% | -2% | 13% | nt
CC(=O)Nc1nc(C)c(Oc2cccc(C(F)(F)F)c2)c(=O)[nH]1 | 27% | i | -2% | -3% | i | -2% | 7% | -17% | -1%
CC(NC(=O)Cn1nc(-c2ccccc2)ccc1=O)c1ccccc1 (configuration not stated) | 9% | -12% | 14% | 7% | i | 7% | -30% | 9% | -1%
CC(C)CCn1c(N2CCN(c3cccc(Cl)c3)CC2)nc2c1c(=O)[nH]c(=O)n2C | 6% | -10%[57.5 µM] | 18% | -1% | i | -8% | 0% | 6% | -1%
Cc1ccc(S(=O)(=O)NCC(=O)NCC(=O)N2CCN(c3ncccn3)CC2)cc1C | -14% | -24% | 19% | 3% | i | -20% | 0% | -13% | 2%
CC(C)CN(C(=O)COC(=O)C(C)N1C(=O)c2ccccc2C1=O)c1c(N)n(Cc2ccccc2)c(=O)[nH]c1=O (configuration not stated) | 12% | i | 25% | 1% | i | 17% | 5% | -7% | 0%
COc1cc(C(C)=O)ccc1Oc1ncnc2c1cnn2-c1ccccc1 | 12% | -20% | nt | 7% | i | 6% | 23% | 2% | 1%
CC(NC(N)=O)C12CC3CC(CC(C3)C1)C2 (configuration not stated) | 0% | i | 18% | 2% | i | -7% | 4% | -11% | 1%
CC(=O)c1cccc(NC(=O)c2ccc(C(=O)Nc3cccc(C(C)=O)c3)nc2)c1 | -10%[7.66 µM] | -21% | 3% | 0% | i | 4% | 0%[7.66 µM] | 12% | -10%
Nc1cc(-c2ccc(Br)cc2)nn1Cc1ccccc1 | ? | -28% | -10% | -1% | i | 20µM* | -5% | ? | 0%
CCCOc1ccccc1NS(=O)(=O)c1ccc2[nH]c(=O)[nH]c2c1 | 5% | -10% | 14% | 8% | i | -10% | -4% | -8% | 1%
CCN(CC)S(=O)(=O)c1cccc(C(=O)/C=C2/N(C)c3ccccc3C2(C)C)c1 | ? | -23% | -15% | -3% | i | -13%[0.397 µM] | 75%[activator] | 9% | -1%
COC(=O)/C=c1/sc2n(c1=O)CCN=2 | 1% | i | -12% | 13% | i | 1% | -5% | -3% | 0%
O=c1[nH]c2ccccc2nc1Cc1ccc(Cl)cc1 | 9% | -18% | -2% | 7% | i | -8% | 0% | 1% | 2%
COc1ccc2c(c1)Cc1sc(NC(=O)c3cccc(F)c3)nc1-2 | 14% | -44%[inhibitor] | 16% | nt | nt | 0% | 0% | 1% | nt
COc1cc(NC(=S)Nc2ccc(Br)cc2Cl)c(OC)cc1Cl | ? | -8% | -3% | -12% | i | 8% | -2% | 5% | -1%
Cc1nn(-c2ccccc2)c(NC(=O)c2cccs2)c(-c2ccccc2Cl)c1=O | -23% | -22% | 20% | -13% | i | -20% | -6% | -13% | -3%
CCOc1ccc(C(=O)N2CCC3(CC2)NCCc2[nH]cnc23)cc1 | 15% | -35% | 2% | -2% | i | -8% | 6% | 3% | 0%
O=C(c1cc(F)ccc1F)C1CCCN(C(=O)CCc2cnccn2)C1 (configuration not stated) | 7% | i | 3% | 7% | i | 3% | -1% | 4% | 0%
CCOC(=O)[C@@H]1[C@H]2COc3cc(OC)ccc3[C@H]2N2C(=O)N(c3cccc(F)c3)C(=O)[C@@]12C | -10% | i | 32% | 4% | i | 22% | 7% | 7% | 0%
Cc1cc(-n2c(C)nc3ccccc3c2=O)ccc1NC(=O)C(F)(F)F | 11% | -5% | 11% | nt | nt | 16% | -12% | -6% | nt
COc1ccc(S(=O)(=O)Nc2cccc(S(=O)(=O)N(C)C)c2)cc1[N+](=O)[O-] | 14% | 8% | 5% | -1% | i | -22% | 1% | 1% | nt
COc1cc2cc(CNc3ccccc3)c(=O)n(CC(=O)Nc3cc(C)cc(C)c3)c2cc1OC | 1% | 0% | 25µM* | 9% | nt | -3% | 5% | -32% | nt
O=C(Nc1ccccc1Cl)C1C2CCC3C(CCC21)C3(Cl)Cl (configuration not stated) | 10% | -8% | nt | -3% | i | -5% | 2% | -12% | -2%
COc1ccnc(N=CNOCc2cccc(Cl)c2Cl)c1C#N | -3% | i | nt | 1% | i | -7% | 6% | 7% | -1%
O=C(c1ccccc1Cl)N(Cc1ccc(Cl)c(Cl)c1)N1C(=O)CCCC1=O | ? | -40%[inhibitor] | 1% | -6% | i | 15% | 3% | 12% | 1%
CCCCN1C(=N)N([C@@H](CN2CCC[C@H]2CN2C(N)=NC[C@@H]2Cc2ccccc2)C(C)C)C[C@H]1Cc1ccccc1 | -14% | i | -12% | 11% | i | 9% | ? | 15% | 1%
O=C(Nc1ccc(F)cc1)C(c1ccccc1OC(F)(F)F)N1CCN(c2cccc(C(F)(F)F)n2)CC1 (configuration not stated) | ? | 5% | ? | 0% | i | -16% | 10% | -14% | nt
O=C(CN1CCOCC1)Nc1c(Cl)cc(Cl)cc1Cl | 9% | -15% | -45% | 2% | i | 22% | 3% | 17% | 1%
CC(=O)c1ccc(NC(=O)CSc2nccn2C2CCCC2)cc1 | 6% | -9% | 3% | nt | nt | 0% | 5% | -3% | nt
CCOc1ccc(C(=O)NCCS(=O)(=O)N2CCN(c3ccccc3F)CC2)cc1OCC | 9% | i | 12% | nt | nt | 16% | 2% | -22% | nt
Cc1ccccc1OCCNc1ccc(C(F)(F)F)cc1[N+](=O)[O-] | ? | -26% | -20% | -2% | i | 6% | 0% | 11% | -3%
Cc1ccccc1C(=O)NNC(=O)CSc1nnc(C)n1-c1ccccc1 | -12% | i | 11% | -5% | i | -8% | 4% | -13% | 3%
CC(=O)c1sc2nsc(SCCN3CCCC3)c2c1N | 5% | -7% | 4% | -4% | i | -2% | -2% | 20% | -3%

Results in TDP43 rescue (2 entries from above):
canonical_smiles	TDP43 rescue
COc1ccc(CNC(=O)/C=C/[C@H]2O[C@@H](n3cnc4c(NC(=O)c5ccccc5)ncnc43)[C@H](O)[C@@H]2O)cc1	9%
CC(NC(=O)Cn1nc(-c2ccccc2)ccc1=O)c1ccccc1 (configuration not stated)	7%
